HePTP inhibitor = inhibitors of human HePTP phosphatase | P35236 | recombinant HePTP phosphatase activity, OD absorbance | inhibition, % at 20 µM | 110,000 tested, 0.64% active | AID 521; in the data active means inhibition above about 50%;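 further: plate controls were vehicle for no effect and reference inhibitor for full effect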
BAP1 inh = human BAP1 deubiquitinase inhibition | recombinant BAP1, Ub-AMC hydrolysis fluorescence kinetic; hits give low values | activity remaining (% of control), % at 20 µM | 72,000 tested, 0.48% active | AID 436;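 active means activity remaining at or below 50% of control, provided the compound also passes the data quality filters; inactive means the rest, including low values that fail the filters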;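 further: 100% = DMSO wells rate and 0% = substrate alone blank rate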
Target sequence (Q92560 whole entry, looked up): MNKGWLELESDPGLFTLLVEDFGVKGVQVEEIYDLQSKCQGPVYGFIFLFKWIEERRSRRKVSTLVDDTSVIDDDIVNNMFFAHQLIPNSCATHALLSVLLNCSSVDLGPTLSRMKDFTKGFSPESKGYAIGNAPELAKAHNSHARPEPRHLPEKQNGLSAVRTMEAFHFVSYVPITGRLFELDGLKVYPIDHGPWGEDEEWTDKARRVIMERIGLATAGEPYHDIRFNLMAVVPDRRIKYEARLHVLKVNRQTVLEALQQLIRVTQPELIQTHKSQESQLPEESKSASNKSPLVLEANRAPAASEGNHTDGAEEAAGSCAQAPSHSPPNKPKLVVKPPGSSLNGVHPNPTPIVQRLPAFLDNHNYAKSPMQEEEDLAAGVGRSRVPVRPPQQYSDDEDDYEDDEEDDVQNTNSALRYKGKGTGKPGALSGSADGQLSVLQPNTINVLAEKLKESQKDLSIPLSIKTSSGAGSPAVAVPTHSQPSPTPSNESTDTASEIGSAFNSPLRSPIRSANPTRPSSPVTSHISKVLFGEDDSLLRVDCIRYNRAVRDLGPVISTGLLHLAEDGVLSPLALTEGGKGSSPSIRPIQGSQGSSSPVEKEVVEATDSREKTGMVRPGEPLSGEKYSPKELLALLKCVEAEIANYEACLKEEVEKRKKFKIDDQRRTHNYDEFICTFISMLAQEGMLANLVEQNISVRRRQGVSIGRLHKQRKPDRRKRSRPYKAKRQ
The depositor's hits bear a star; · = not tested or not shown; & = joins results of further samples.

SMILES	HePTP inhibitor	BAP1 inh
O=C(NNC(=O)C(c1ccccc1)c1ccccc1)c1ccc(Cl)cc1	-5	·
COc1cccc(NS(=O)(=O)c2cn(C)c(=O)n(C)c2=O)c1	1	93
CCOC(=O)CP(=O)(c1ccccc1)c1ccccc1	-6	·
Cc1ccc2nc(NC(=O)c3ccccc3Br)sc2c1	-9	81
O=C(O)CC(C(=O)OCC1CCCO1)N1CCOCC1 (stereo not drawn)	-3	61
CCCCCCn1ccc(=N)cc1	11	101
CCOC(=O)CNC(=O)c1cc(C)oc1C	1	88
C=CCOc1ccc(/C=C2/SC(=O)NC2=O)cc1Br	5	·
CCOc1cccc(C(=O)Nc2nc(-c3ccc(C)cc3)cs2)c1	5	·
COc1cc(NC(=O)COc2cccc(OC)c2)cc(OC)c1	-5&1	95
Cc1occc1C(=O)NCc1ccccn1	-1	121
COc1cc(/C=C2/C(=O)NC(=O)N(c3ccccc3)C2=O)ccc1OCC(=O)O	-16	·

Another view of part of the listing above:
| HePTP inhibitor | BAP1 inh | SMILES |
| --- | --- | --- |
| -3 | 61 | O=C(O)CC(C(=O)OCC1CCCO1)N1CCOCC1 (stereo not drawn) |
| 11 | 101 | CCCCCCn1ccc(=N)cc1 |
| 1 | 88 | CCOC(=O)CNC(=O)c1cc(C)oc1C |
| 5 | · | C=CCOc1ccc(/C=C2/SC(=O)NC2=O)cc1Br |

Another view of part of the listing above.
| HePTP inhibitor | BAP1 inh | SMILES |
| --- | --- | --- |
| -3 | 61 | O=C(O)CC(C(=O)OCC1CCCO1)N1CCOCC1 (stereo not drawn) |
| 11 | 101 | CCCCCCn1ccc(=N)cc1 |
| 1 | 88 | CCOC(=O)CNC(=O)c1cc(C)oc1C |

Next records
SMILES	HePTP inhibitor	BAP1 inh
O=C(CNc1ccccc1)Nc1ccc(F)cc1	8	61
COc1cccc(/C=C2/C(=O)ON=C2c2ccccc2)c1OC	-2	·
COc1ccc(N(CC(=O)NCCc2ccccc2)S(C)(=O)=O)cc1	5	·
O=c1cc(-c2ccccc2)[nH]n1-c1nc(-c2ccccc2)cc(-c2ccccc2O)n1	4	·
O=C(NCC1(c2ccccc2)CCOCC1)C1COc2ccccc2O1 (stereo not drawn)	0	·
Cc1ccc2oc(C(=O)Nc3ccc(Cl)cc3Cl)c(C)c2c1	5	·
O=C(COC(=O)C1CC1)Nc1ccc(Oc2ccccc2)cc1	2	112
CC(C)CCNC(=O)C(=O)NCC1CCCO1 (stereo not drawn)	-1	·
Cn1c2c(c(=O)[nH]c1=O)C(c1ccc(OCc3ccccc3)cc1)C1=C(N2)c2ccccc2C1=O (stereo not drawn)	6	·
CCOC(=O)c1c(NC(=O)c2ccc(S(=O)(=O)N3CCCCC3)cc2)sc(C)c1C	1	·
Nn1c(SCC(=O)Nc2ccccc2F)nnc1-c1cccnc1	-2	113
O=[N+]([O-])c1ccc(S(=O)N(c2ccccn2)C2CCCCC2)cc1 (stereo not drawn)	-3	·
CCOC(=O)C1=C(C)N=C2c3ccccc3C(=O)C2C1c1ccc(C)cc1 (stereo not drawn)	4	·
CCOC(=O)C1CCN(C(=O)CN(c2cccc(C(F)(F)F)c2)S(C)(=O)=O)CC1	3	108
O=C(Nc1ccccc1OC(F)F)c1ccc(F)cc1	2	88
Cn1cccc1Cc1nnc(SCC(=O)Nc2ccccc2F)n1-c1ccc(F)cc1	1	92
CCOC(=O)c1c(NC(=O)CSc2nnc(CNc3ccc(OC)cc3)n2C)sc(C)c1C	-7	82
CCOc1ccc(C(=O)N2CCN(c3ccccc3OC)CC2)cc1	10	·
Cc1ccccc1NS(=O)(=O)c1cccc(S(=O)(=O)c2ccc(Cl)cc2)c1	3	·
O=C(CCc1ccccc1)Nc1ccccc1-c1ccccc1	4	·
O=C(Nc1cc(C(=O)N2CCOCC2)cc(C(=O)N2CCOCC2)c1)c1cc(F)c(F)cc1Cl	-7	96
O=C(CN(c1cccc([N+](=O)[O-])c1)S(=O)(=O)c1ccccc1)N1CCN(c2ccccc2)CC1	4	·
O=C(NCc1ccccc1)N1CCN(c2ccc(Cl)c(Cl)c2)CC1	6	79
CC(C)OC(=O)CSc1nc2ccccc2s1	2	80

6 compounds drawn at random from those above, as already listed:
SMILES	HePTP inhibitor	BAP1 inh
O=C(Nc1ccccc1OC(F)F)c1ccc(F)cc1	2	88
CC(C)OC(=O)CSc1nc2ccccc2s1	2	80
O=C(Nc1cc(C(=O)N2CCOCC2)cc(C(=O)N2CCOCC2)c1)c1cc(F)c(F)cc1Cl	-7	96
Cc1ccccc1NS(=O)(=O)c1cccc(S(=O)(=O)c2ccc(Cl)cc2)c1	3	·
CCOC(=O)C1=C(C)N=C2c3ccccc3C(=O)C2C1c1ccc(C)cc1 (stereo not drawn)	4	·
O=C(NCc1ccccc1)N1CCN(c2ccc(Cl)c(Cl)c2)CC1	6	79

Sorted by heavy-atom count (ascending): 3 of the compounds above.
SMILES	HePTP inhibitor	BAP1 inh
CC(C)OC(=O)CSc1nc2ccccc2s1	2	80
Cn1cccc1Cc1nnc(SCC(=O)Nc2ccccc2F)n1-c1ccc(F)cc1	1	92
CCOC(=O)c1c(NC(=O)CSc2nnc(CNc3ccc(OC)cc3)n2C)sc(C)c1C	-7	82

The listing continues:
SMILES	HePTP inhibitor	BAP1 inh
COc1cc(OC)c(C2=NOC(C(=O)NCc3ccc4c(c3)OCO4)C2)cc1Cl (stereo not drawn)	-3	91
N/C(=N\S(=O)(=O)Cc1ccccc1)Nc1nc2ccccc2o1	-12	·
CCOc1cc(CN2CCN(c3cccc(C(F)(F)F)c3)CC2)ccc1O	10	93
CC1=C(C(=O)OCCOc2ccccc2)C(c2ccc(Cl)cc2)C2=C(CC(C)(C)CC2=O)N1 (stereo not drawn)	9	·
COc1ccc2cc(C#N)c(N3CCN(Cc4nnnn4CCC(C)C)CC3)nc2c1	6	·
COCCNC(=O)C1CC(c2cccc(OC)c2)=NO1 (stereo not drawn)	10	99
CCCOc1ccccc1C1CC(=O)Nc2cc3c(cc21)OCO3 (stereo not drawn)	0	98
O=C(NCC1CCCO1)C1CN(S(=O)(=O)c2ccccc2)CCN1S(=O)(=O)c1ccccc1 (stereo not drawn)	-3	·
COc1cc(NC(=O)c2cccc(Br)c2)ccc1NC(=O)c1cc2ccccc2o1	-9	·
COc1ccc(CCC(=O)NCCc2ccc(OC)c(OC)c2)cc1	-12	·
O=C(NCC1CCCO1)c1cccc(NC(=O)c2ccco2)c1 (stereo not drawn)	1	61
CCOc1cccc(/C(O)=C2/C(=O)C(=O)N(CCOC)C2c2ccco2)c1 (stereo not drawn)	-5	89
COCn1c(COc2ccccc2)nc2ccccc21	16	90
CCOc1ccc(S(=O)(=O)N(CC(=O)NCc2ccc(OC)cc2)c2ccc(C)cc2)cc1	3	·
Cc1cc(N2CCN(C(c3ccccc3)c3ccccc3)CC2)n2ncnc2n1	2	101
O=C(N/N=C/C1CC=CCC1)c1ccc([N+](=O)[O-])cc1Cl (stereo not drawn)	-10	·
O=P(O)(O)COc1ccccc1P(=O)(c1ccccc1)c1ccccc1	6	100
COC(=O)CN(c1cc(C(F)(F)F)ccc1Cl)S(C)(=O)=O	3	95
O=c1cc(CNCCCO)c2ccccc2[nH]1	-5	97
Nn1c(=O)c2ccccc2n2c(SCc3ccccc3)nnc12	11	74
O=C(OCc1nnc(-c2ccccc2)o1)c1cc(S(=O)(=O)N2CCOCC2)c(Cl)cc1Cl	6	139
COCCCNC(=O)C(=O)Nc1ccccc1C	-8	·
CC1=C(C(=O)OCC2CCCO2)C(c2ccccc2)NC(=O)N1 (stereo not drawn)	5&-17	92
[O-]/[N+](=C\c1ccc(F)cc1)c1ccccc1	-10	·
CC1CCN(S(=O)(=O)c2ccc(Cl)cc2Br)CC1	3	82
COc1cc(C2Nc3ccccc3C(=O)N2Cc2ccco2)cc(OC)c1OC (stereo not drawn)	8	·
Cc1ccc(CCNC(=O)C2CCN(S(=O)(=O)c3cccc4nonc34)CC2)cc1	-11	64
NCCS(=O)O	·	93
CC(=O)c1ccc(NC(=O)c2c(-c3ccccc3)noc2C)cc1	-3	·
O=C1C=C(c2ccccc2)CC(c2ccccc2)C1n1nnc2ccccc21 (stereo not drawn)	-14	·
Cc1onc(-c2ccccc2)c1C(=O)N(C)C	3	·
CCOC(=O)N1CCN(C(=O)c2cccc(NC3=NC4CS(=O)(=O)CC4S3)c2)CC1 (stereo not drawn)	-1	92
Cc1ccc(C(=O)N2CCN(c3ccc(Cl)cc3)CC2)cc1	10&38	106
CCN(CC)S(=O)(=O)c1ccc(C(=O)Nc2c3c(nn2-c2ccc(Cl)cc2)CSC3)cc1	·	50
O=C(N/N=C/c1cccnc1)/C(=C\c1cccs1)NC(=O)c1ccccc1	3	·
CC1CCc2nc(NCCO)nc(C(F)(F)F)c2C1 (stereo not drawn)	14	140
Cn1c(SCC(=O)N2CCc3ccccc32)nnc1C1CC1	6	98
c1ccc(-c2nc(NC3CCCCC3)cc(-n3cccn3)n2)cc1	0	·
CCC(c1nnnn1CCOC)N1CCN(Cc2ccccc2OC)CC1 (stereo not drawn)	-12	89
Cn1c(=O)n(C)c2cc(/C=N\NC(N)=S)ccc21	-1	·
Cc1ccc(C(=O)Nc2ccc3nn(-c4ccc(Cl)cc4)nc3c2)cc1[N+](=O)[O-]	14	·
COc1ccc(-c2nc(CS(=O)CC(=O)NCc3ccc(Cl)cc3)c(C)o2)cc1 (stereo not drawn)	6	94
CCNc1nc(NC(C)(C)C)nc(SC(C(C)=O)C(C)=O)n1	-8	·
O=C(O)C1=CC(=C(c2ccc(O)c(C(=O)O)c2)c2ccc(O)c(C(=O)O)c2)C=CC1=O	·	3.9*
Cc1cc(C)cc(NC(=O)C2CCN(S(=O)(=O)c3c(C)n[nH]c3C)CC2)c1	4	104
CCC(=O)NNC(=O)COc1ccc(Cl)cc1	-6	·
O=C(NC(c1ccccc1)c1ccccc1)c1ccc(Cl)c([N+](=O)[O-])c1	-11	·
CC(=O)N1c2ccccc2CCc2ccc(N)cc21	-15	·
O=C(Nc1ccc2snnc2c1)N1CCN(c2ccccc2)CC1	8	96
COc1ccc(NC(=O)Nc2ccccc2C(N)=O)cc1OC	12	98
Cc1cccc(OCc2nc(-c3nonc3N)no2)c1C	12	93
CCC(CC)C(=O)Nc1cc(OC)c(OC)cc1C(=O)O	4	76
COc1cc(NS(C)(=O)=O)c(OC)cc1NC(=O)c1cccc(F)c1	9	77
CCCOC(=O)c1cccc(NC(=O)COc2ccc(C)cc2Br)c1	0	79
COc1ccc(OC)c(C(O)c2coc3ccc(O)c(CN4CCOCC4)c23)c1 (stereo not drawn)	6	109
O=C(NCCN1C(=O)C2C3C=CC(C3)C2C1=O)N1CCCCC1 (stereo not drawn)	4	91
CN(C)S(=O)(=O)N1CCN(S(=O)(=O)N(C)C)CC1	3	·
O=C(O)/C=C/c1c(F)c(F)c(F)c(F)c1F	-4	·
COc1cc2c(cc1OC)C(c1ccc([N+](=O)[O-])cc1)=NC(C)(C)C2	-3	·
Cc1cc(C(=O)OCC(=O)NCc2ccco2)c(C)n1-c1ccccc1	45	87

Bioassay records: PubChem, several laboratories
